# Mcl1 Bid PPI: Mcl-1/Bid binding inhibitors, primary screen, biochemical, TR-FRET, 1536-well; hit rate 0.97% among 220,000; inhibition, % at 21.7 µM; AID 1021, 2008; Induced myeloid leukemia cell differentiation protein Mcl-1 (Homo sapiens), Q07820; TR-FRET Mcl-1/Bid-Dy647 peptide binding;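 active = compounds that cut the binding signal by more than half at the single screening dose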;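 note: His-tagged Mcl-1 with europium anti-His antibody binding Bid BH3 peptide; 0% = Mcl-1 plus peptide wells and 100% = peptide-only wells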
# Target sequence (Q07820 whole entry, looked up): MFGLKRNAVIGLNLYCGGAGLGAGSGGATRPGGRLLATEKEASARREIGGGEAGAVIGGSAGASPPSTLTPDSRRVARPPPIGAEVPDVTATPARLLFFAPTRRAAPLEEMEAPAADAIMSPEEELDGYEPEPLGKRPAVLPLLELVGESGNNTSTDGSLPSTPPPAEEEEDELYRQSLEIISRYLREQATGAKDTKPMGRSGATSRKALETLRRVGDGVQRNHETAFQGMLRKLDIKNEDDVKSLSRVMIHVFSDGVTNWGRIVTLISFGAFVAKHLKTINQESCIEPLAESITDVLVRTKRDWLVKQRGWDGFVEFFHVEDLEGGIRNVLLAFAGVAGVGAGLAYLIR
# ABCB1 inh: ABCB1 efflux pump inhibitors, primary screen, cell-based, multiplex, flow cytometry, ABCG2 counter-screen; ATP-dependent translocase ABCB1 (Homo sapiens), P08183; CCRF-Adr cells, JC-1 efflux; inhibition, % at 6.6 µM; hit rate 0.067% among 190,000; in the data active = inhibition above about 40%;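 note: 0% = vehicle and 100% = reference inhibitor; higher value means more JC-1 retained so stronger ABCB1 efflux block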
# RGS7-Gao reg: RGS7-Galphao binding modulators, primary screen, biochemical, multiplexed bead flow cytometry | Guanine nucleotide-binding protein G(o) subunit alpha (Homo sapiens), P09471 | actives lie on both sides | binding response (% of control), % at 10 µM | hit rate 0.35% among 220,000 | AID 1439, 2008; in the data active = binding response below about 49% or above about 150%; inconclusive = no clear call, values can overlap the other calls; inactive = in between;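 note: fluorescent Galphao held in activated GDP-AlF4 state binding bead-coupled RGS7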
# RGS4-Gao reg: modulators of RGS4 binding to Galphao, primary screen, biochemical, multiplexed bead flow cytometry; Guanine nucleotide-binding protein G(o) subunit alpha (Homo sapiens), P09471; actives lie on both sides; binding response (% of control), % at 10 µM; hit rate 0.33% among 220,000; AID 1415, 2008; in the data active = binding response below about 49% or above about 150%; inactive = in between;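 note: fluorescent Galphao activated with aluminum fluoride binding bead-coupled RGS4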
# ABCG2 block: ABCG2 efflux pump inhibitors, primary screen, multiplex with ABCB1, IgMXP3 cells, flow cytometry; inhibition, % at 6.6 µM; hit rate 0.1% among 190,000; AID 1325, 2008; JC-1 efflux;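 active = inhibition above 80%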;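 note: 0% = DMSO and 100% = nicardipine control wells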
# Target sequence (Q9UNQ0 whole entry, looked up): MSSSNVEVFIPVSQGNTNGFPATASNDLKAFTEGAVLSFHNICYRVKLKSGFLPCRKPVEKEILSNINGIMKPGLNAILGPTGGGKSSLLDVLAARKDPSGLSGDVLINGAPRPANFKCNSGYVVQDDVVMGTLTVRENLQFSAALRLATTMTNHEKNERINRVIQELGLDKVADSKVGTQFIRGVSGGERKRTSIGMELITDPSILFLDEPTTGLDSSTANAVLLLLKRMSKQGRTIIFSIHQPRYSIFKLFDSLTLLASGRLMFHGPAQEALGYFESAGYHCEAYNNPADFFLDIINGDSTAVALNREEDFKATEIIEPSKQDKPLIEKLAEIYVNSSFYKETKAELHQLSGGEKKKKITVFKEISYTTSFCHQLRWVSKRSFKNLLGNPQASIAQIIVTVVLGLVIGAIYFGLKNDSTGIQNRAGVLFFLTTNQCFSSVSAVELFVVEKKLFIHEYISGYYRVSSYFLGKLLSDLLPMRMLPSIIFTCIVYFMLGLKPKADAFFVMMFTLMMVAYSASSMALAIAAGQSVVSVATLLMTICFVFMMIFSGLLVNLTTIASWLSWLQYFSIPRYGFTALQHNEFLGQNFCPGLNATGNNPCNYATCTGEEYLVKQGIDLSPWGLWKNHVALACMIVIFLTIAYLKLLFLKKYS
#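 Times: 10 min at 25 °C | Test system: Two drug-resistant human cell lines, ABCG2 and ABCB1 | Quantity: 3 million cells/mL final, two lines in 1:1 ratio | Signal: Flow cytometry, 530 nm JC-1 signal | Dosing: Compound at 6.6 µM | Controls: Nicardipine and DMSO wells | Reagent: JC-1 as fluorescent efflux pump substrate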
# RGS8-Gao: RGS8-Galphao binding modulators, primary screen, biochemical, multiplexed bead flow cytometry | Guanine nucleotide-binding protein G(o) subunit alpha (Homo sapiens), P09471 | actives lie on both sides | response (percent of control binding), % at 10 µM | hit rate 0.34% among 220,000 | AID 1423, 2008; in the data active = response below about 60% or above about 140%; inactive = in between;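 note: Galphao activated as the GDP aluminium fluoride complex binding bead-coupled RGS8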
# Mcl1-Noxa inh: Mcl-1/Noxa binding inhibitors, primary screen, biochemical, TR-FRET, 1536-well. Induced myeloid leukemia cell differentiation protein Mcl-1 (Homo sapiens), Q07820. TR-FRET Mcl-1/Noxa peptide binding, 2 h. inhibition, % at 21.7 µM. hit rate 1.5% among 220,000. AID 1022, 2008;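 active = compounds that cut the protein-peptide binding signal by more than 50% relative to plate controls in a single-dose test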;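 note: His-tagged Mcl-1 with rhodamine Noxa BH3 peptide and terbium anti-His antibody; 0% = Mcl-1 plus Noxa peptide wells and 100% = peptide-only wells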
# Pf gamet viab: late stage P. falciparum gametocyte viability inhibitors, primary screen, ATP luminescence, HTS | P. falciparum stage V gametocytes, 24 h | inhibition, % at 10.9 µM | hit rate 0.065% among 150,000 | AID 743093, 2013;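 active = inhibition above the mean plus 3 SD of compounds within the control limits, set per campaign, cut at about 38% in these data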;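 note: 0% = DMSO wells and 100% = medium only without gametocytes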
# GSH fluor: compound fluorescence on glutathione beads, profiling panel, artefact control, biophysical, 488/530 nm, flow cytometry; GSH beads flow cytometry, compound fluorescence 488/530 nm; hits give high values; fluorescence (KMESF) at 10 µM; hit rate 0.25% among 190,000; AID 1776, 2009; in the data active = fluorescence above about 89;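 note: glutathione beads carrying GST-tagged Bcl family fusion proteins plus one bare bead set; values are compound well signal with DMSO vehicle wells as background; inactives centre near 16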
# Mcl-1 Bim block: inhibitors of Bim peptide binding to Mcl-1, primary screen, biochemical, bead-based flow cytometry, multiplex; inhibition, % at 10 µM; hit rate 0.1% among 190,000; AID 1009, 2008; Bim peptide-Mcl-1 binding; Induced myeloid leukemia cell differentiation protein Mcl-1 (Homo sapiens), Q07820; in the data active = inhibition above about 40%;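 note: 0% = no compound tracer wells and 100% = peptide blocker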
# Avidin bead fluor: green autofluorescence of compounds with avidin beads – biophysical, 488/530 nm, flow cytometry, artefact control, profiling panel | fluorescence (KMESF) at 10 µM | compound fluorescence 488/530 nm; hits give high values | hit rate 0.38% among 220,000; in the data active = fluorescence above about 47; note: inactives centre near 10
# * marks the source's active call; other numbers are inactive results; ? = inconclusive; · = not tested or not shown.
SMILES,Mcl1 Bid PPI,ABCB1 inh,RGS7-Gao reg,RGS4-Gao reg,ABCG2 block,RGS8-Gao,Mcl1-Noxa inh,Pf gamet viab,GSH fluor,Mcl-1 Bim block,Avidin bead fluor
CCN(C(=O)c1coc(=O)c2ccccc12)c1cc(OC)ccc1OC,-8,0.8,97,101,6,100,26,·,30,-7,13
Cc1cccc2nc(CSc3ccc(Cl)cc3)cn12,-26,1.1,101,101,38,101,8,-13,11,-1,11
CC(=O)N1C=CN(C(C)=O)C(c2cn(C)c3ccccc23)C1c1cn(C)c2ccccc12 (stereo unspecified),-17,1.2,100,100,7,98,-6,-1,33,1,13
COc1ccc(-c2nc(C3CCCCC3)no2)cc1OC,-6,0.0,94,95,0,99,-3,·,5,0,10
Cn1c(C(=O)N2CCCC(C(=O)O)C2)cc2sccc21 (stereo unspecified),-31,0.8,113,100,3,104,1,·,56,-3,6
CCOc1ccc(/C=C/C(=O)c2ccc(-c3ccccc3)cc2)cc1,-15,0.3,97,97,3,100,8,·,10,-2,2
CCOC(=O)N1CCC(Nc2c(-c3ccccc3)c(=O)c2=O)CC1,-23,0.3,96,102,3,98,6,3,5,3,8
COc1ccc(NC(=O)C2CCCN(c3c4c(nc5ncnn35)CCC4)C2)cc1OC (stereo unspecified),-4,0.0,100,98,0,102,15,-4,18,1,6
CCN(CC)c1ccc(NC(=O)COC(=O)C23CCC(=O)N2c2ccccc2S3)cc1 (stereo unspecified),-44,0.1,107,103,0,101,34,35,5,-1,6
C/C(=N\NC(=O)CNc1cccc(C)c1)c1ccc(Br)s1,-64,0.0,92,92,-1,97,7,-7,4,-5,6
O=C(CNC(=O)c1ccncc1)N/N=C/c1ccc(O)cc1O,-65,·,?,86,·,91,-19,5,·,·,3
CCN(CC)CC(O)Cn1c(-c2cccc(Cl)c2)nc2cc(C)c(C)cc21 (stereo unspecified),-12,·,?,94,·,97,0,22,·,·,7
CCN=c1scc(C)n1/N=C/c1cc(Br)c(O)c(OC)c1,-17,-0.5,103,100,-1,97,63*,-42,10,2,5
CC(c1ccc(F)cc1)n1c(-c2cccs2)n[nH]c1=S (stereo unspecified),-24,-1.7,?,101,-9,97,16,-1,14,-6,9
O/N=C/c1ccc2cccc(O)c2n1,-83,·,?,95,·,96,-166,-29,·,·,5
COC(=O)CN(c1cc([N+](=O)[O-])ccc1OC)S(C)(=O)=O,10,0.9,93,98,1,97,12,7,10,-3,3
CNC(=O)NC(=O)C(C)OC(=O)CCCc1nc2ccccc2s1 (stereo unspecified),4,2.5,101,100,16,100,20,-23,17,-2,9
Cc1ccccc1NC(=O)CSC1=C(C#N)C(c2ccsc2)CC(=O)N1 (stereo unspecified),4,0.4,101,102,5,103,7,·,11,-1,9
COc1ccc(Nc2ccc(N3C(=O)CCCC3=O)cc2[N+](=O)[O-])cc1OC,-44,0.0,104,104,5,104,5,·,4,-1,13
CCc1nnc(NC(=O)C2=CCN(S(=O)(=O)c3ccc(F)cc3)CC2)s1,-15,·,?,100,·,101,6,20,·,·,9
CC(C)CC(NC(N)=O)C(=O)OCC(=O)Nc1ccc(OC(F)F)cc1 (stereo unspecified),-27,0.4,93,90,3,96,10,-8,17,-3,10
Cc1ccc(C(O)(c2ccccc2)c2ccccc2C(C)N(C)C)c(C)c1 (stereo unspecified),-25,1.4,103,106,1,103,·,·,34,0,11
Cc1[nH][nH]c(=O)c1C=NCc1cccc(C(F)(F)F)c1,-30,0.5,?,92,6,96,14,-6,9,-2,11
CC(=O)Nc1ccc(S(=O)(=O)NC(C(=O)O)C2=CCC=CC2)cc1 (stereo unspecified),-3,0.1,100,101,1,101,4,-8,12,0,35
COc1cccc(C2C(C(=O)Nc3ccc(C)cc3C)=C(C)Nc3ncnn32)c1OC (stereo unspecified),·,0.1,96,98,1,101,·,1,33,1,8
O=C(CNC(=S)N(Cc1ccccc1)Cc1ccccc1F)NCCc1ccccc1,-27,0.2,98,104,0,104,5,5,11,-1,13
O=C(COC(=O)/C=C/c1ccco1)Nc1ncc(Cl)cc1Cl,-26,-0.1,93,98,3,98,26,9,9,-4,3
CC(C)C(c1nnnn1CCc1ccccc1)N1CCSCC1 (stereo unspecified),-16,1.0,97,96,2,95,-7,31,11,-4,21
CCOCCCNC(=O)C(c1ccc(Cl)cc1)N(Cc1cccs1)C(=O)CNC(C)=O (stereo unspecified),4,1.3,95,98,7,100,12,·,20,-1,13
COc1ccc(Cl)cc1NC(=O)C/C(C)=N/NC(=O)Cc1ccccc1,-61,-0.4,100,98,0,105,-3,-28,21,2,10
N#CC(C#N)=C1C=CC=CN1/C(=C\c1ccco1)C(=O)c1ccccc1,-34,1.1,97,96,10,98,12,3,7,-3,3
CC(=O)c1ccc(N2CCN(C(=O)Cn3c(=S)[nH]c4ncccc4c3=O)CC2)cc1,-28,0.5,99,97,1,99,2,·,14,-2,9
COc1ccc2nc(NC(=O)CSc3nccc(C)n3)sc2c1,-22,-0.3,99,101,-1,100,6,-9,5,1,9
O=C(Nc1nccs1)c1ccc(CSc2nnnn2-c2ccccc2)cc1,-21,0.7,101,101,5,97,12,23,7,14,5
CCN(CC)CCN(C(=O)c1ccc(Br)s1)c1nc2cc3c(cc2s1)OCCO3,-3,1.4,106,101,2,102,17,0,25,-3,11
CCn1c(SCC(=O)c2ccccc2)nc2sc3c(c2c1=O)CCN(C)C3,-36,·,?,94,·,102,17,12,·,·,9
Clc1ccc(-c2noc(CCCc3ccccc3)n2)cc1,-19,0.0,98,97,6,103,7,-2,34,-1,15
Oc1c(CN2CCCCC2)cc(COCc2ccccc2)c2cccnc12,-91,1.1,87,85,2,97,-117,-13,35,1,6
COc1ccc(CCNC(=O)CN(c2ccccc2OC)S(C)(=O)=O)cc1,-26,0.2,100,101,8,103,22,·,31,-5,13
Oc1ccc(Cl)cc1Cc1cc(Cl)ccc1O,20,0.4,95,98,8,99,46,·,21,-1,10
O=C(NCc1ccncc1)c1nnc(Cc2c(F)cccc2Cl)o1,-14,1.0,100,100,2,100,-8,·,67,0,6
CCC(C)NC(=O)C1c2cc(OC)c(OC)cc2C(=O)N(C)C1c1ccc(OC)cc1 (stereo unspecified),4,0.9,99,99,10,100,-9,·,19,0,34
c1ccc2c(c1)nc(N1CCOCC1)c1nncn12,0,0.4,99,104,6,98,-1,·,15,4,5
O=S1(=O)N=C2CCCN2C(c2ccc(F)cc2)N1 (stereo unspecified),-20,-0.2,101,100,3,101,20,4,24,-3,9
CCOC(=O)/C=C1\CC(=O)Nc2cc(C)c(C)cc2N1,-23,0.7,95,92,4,96,14,·,27,-3,19
COC(=O)CN(c1ccccc1[N+](=O)[O-])S(=O)(=O)c1ccccc1,-13,0.1,104,105,0,109,10,-5,14,10,9
CCOC(=O)C1=C(C)NC(=S)NC1c1cccs1 (stereo unspecified),-38,-0.3,97,102,0,99,-3,3,10,-6,11
CSc1nnc(C)c(=O)n1COC(=O)COc1ccccc1F,-4,0.2,98,102,4,101,6,13,24,0,9
Cc1ccc(CN2CCN(/N=C/c3cc(Br)cc(Br)c3O)CC2)cc1,-10,-1.7,105,106,5,114,1,·,21,0,7
CN(C(=O)c1ccc(C#N)cc1)c1nnc(-c2cnccn2)s1,86*,·,?,97,·,100,38,-6,·,·,8
COc1cc(NS(=O)(=O)c2ccc(Br)cc2)c(OC)cc1NC(=O)c1ccco1,-3,-0.3,109,111,-1,109,16,·,49,·,2
COc1ccc(-c2cc(C(=O)N3CCN(c4ccccc4)CC3)c3ccccc3n2)cc1OC,-3,7.9,97,102,8,99,-8,-4,10,-4,8

# Compounds shown so far containing a Cl atom, in the order listed:
SMILES,Mcl1 Bid PPI,ABCB1 inh,RGS7-Gao reg,RGS4-Gao reg,ABCG2 block,RGS8-Gao,Mcl1-Noxa inh,Pf gamet viab,GSH fluor,Mcl-1 Bim block,Avidin bead fluor
Cc1cccc2nc(CSc3ccc(Cl)cc3)cn12,-26,1.1,101,101,38,101,8,-13,11,-1,11
CCN(CC)CC(O)Cn1c(-c2cccc(Cl)c2)nc2cc(C)c(C)cc21 (stereo unspecified),-12,·,?,94,·,97,0,22,·,·,7
O=C(COC(=O)/C=C/c1ccco1)Nc1ncc(Cl)cc1Cl,-26,-0.1,93,98,3,98,26,9,9,-4,3
CCOCCCNC(=O)C(c1ccc(Cl)cc1)N(Cc1cccs1)C(=O)CNC(C)=O (stereo unspecified),4,1.3,95,98,7,100,12,·,20,-1,13
COc1ccc(Cl)cc1NC(=O)C/C(C)=N/NC(=O)Cc1ccccc1,-61,-0.4,100,98,0,105,-3,-28,21,2,10
Clc1ccc(-c2noc(CCCc3ccccc3)n2)cc1,-19,0.0,98,97,6,103,7,-2,34,-1,15
Oc1ccc(Cl)cc1Cc1cc(Cl)ccc1O,20,0.4,95,98,8,99,46,·,21,-1,10
O=C(NCc1ccncc1)c1nnc(Cc2c(F)cccc2Cl)o1,-14,1.0,100,100,2,100,-8,·,67,0,6

# Screens (PubChem)
